Wnt act: activates Wnt/beta-catenin signaling in a reporter cell assay; activator, plate reader; activation, % at 9.35 µM; actives 1.2% (n = 300,000); AID 743398; in the data active = activation above about 30%, passing the limit was not always enough;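 also: 0% = neutral control wells and 100% = positive control wells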
CAL PDZ inh: human CAL PDZ-peptide interaction inhibition; Q9HD26; purified CAL PDZ, TMR-peptide fluorescence polarization, 1 h; inhibition, % at 20 µM; actives 0.02% (n = 330,000); AID 504414;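 active = highest replicate inhibition of at least 40%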;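 also: plate controls were DMSO neutral control wells for no effect and unlabeled competitor peptide control wells for full effect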
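Test system: tagged CAL PDZ domain / Buffer or medium: sodium phosphate/NaCl buffer pH 7.4 with TCEP, IgG, Thesit / Reagent: TMR-labelled reporter peptide T*-PRC34 bound in PDZ groove / Compound dosing: single point, 20 µM / Schedule: 1 h incubation at room temperature before polarization reading / Technique: fluorescence polarization (mP) / Benchmarks: unlabelled peptide, DMSO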
AddAB inh: less growth of phage-infected E. coli with AddAB. E. coli expressing H. pylori AddAB, absorbance growth. inhibition, % at 11.9 µM. actives 0.29% (n = 330,000); in the data active = inhibition above about 12%;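 also: 0% = vehicle wells of infected cells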
DAGLB inhibitor: blocks human DAGLB lipase activity. Q8NCG7. HEK293T DAGLB membrane lysate, EnzChek fluorogenic substrate. inhibition, % at 5.17 µM. actives 0.059% (n = 340,000). AID 504411; in the data active = inhibition above about 34%;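 also: 0% = enzyme with vehicle and 100% = wells lacking enzyme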
Target sequence (Q8NCG7 whole entry, looked up): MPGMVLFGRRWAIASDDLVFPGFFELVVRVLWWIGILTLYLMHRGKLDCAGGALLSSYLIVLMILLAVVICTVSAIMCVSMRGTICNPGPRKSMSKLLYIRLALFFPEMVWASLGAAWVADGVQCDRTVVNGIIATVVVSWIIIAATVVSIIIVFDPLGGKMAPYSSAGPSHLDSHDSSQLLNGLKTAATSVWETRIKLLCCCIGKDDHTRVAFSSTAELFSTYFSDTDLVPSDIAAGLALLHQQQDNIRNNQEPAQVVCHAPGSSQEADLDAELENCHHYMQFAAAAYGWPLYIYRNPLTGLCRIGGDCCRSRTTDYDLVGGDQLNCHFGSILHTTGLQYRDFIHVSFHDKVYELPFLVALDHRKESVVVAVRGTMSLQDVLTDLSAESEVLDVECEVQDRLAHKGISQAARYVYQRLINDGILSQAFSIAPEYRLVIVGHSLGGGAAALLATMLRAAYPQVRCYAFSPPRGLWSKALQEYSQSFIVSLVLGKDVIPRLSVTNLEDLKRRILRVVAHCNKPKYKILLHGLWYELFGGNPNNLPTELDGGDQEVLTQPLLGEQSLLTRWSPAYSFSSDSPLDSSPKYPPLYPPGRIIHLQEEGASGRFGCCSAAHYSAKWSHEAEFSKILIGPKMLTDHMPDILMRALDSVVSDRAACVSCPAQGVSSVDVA
PvdQ inh: blocks Pseudomonas aeruginosa PvdQ acylase activity | purified PvdQ acylase, fluorescence plate reader | inhibition, % at 10 µM | actives 0.063% (n = 340,000); in the data active = inhibition above about 30%, passing the limit was not always enough;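 also: 0% = vehicle neutral wells and 100% = reference inhibitor wells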
Ecoli viability: counter-screen for AddAB inhibitors: E. coli growth inhibition; E. coli V3065 growth, OD600 absorbance, 18 h; inhibition, % at 11.9 µM; actives 0.27% (n = 330,000);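 active = inhibition above the campaign's mean inhibition across all tested compounds plus 3 SD, cut at about 9.9% in these data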;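 also: uninfected addAB+ strain grown without phage in ampicillin broth; 0% = DMSO wells and 100% = ciprofloxacin 0.95 µg/ml wells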
PfHsp90 yeast 2: growth inhibition of yeast expressing Plasmodium Hsp90; S. cerevisiae expressing PfHsp90, BacTiter-Glo ATP, 48 h; yeast lacking PDR1 and PDR3 efflux regulators; inhibition, % at 9.4 µM; actives 0.32% (n = 310,000);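 active = every replicate shows inhibition above about 80%, whatever the replicate mean, limit read from the data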;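 also: 0% = DMSO neutral controls and 100% = 20 µM radicicol positive controls; yeast relying on Plasmodium falciparum Hsp90 in place of its own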
phage Ecoli inh: E. coli growth loss with phage present | growth absorbance | inhibition, % at 11.9 µM | actives 0.26% (n = 360,000); in the data active = inhibition above about 11%
Tat export inh: E. coli Tat transport inhibition; E. coli MC4100 TorA-mCherry Tat export, fluorescence; inhibition, % at 10 µM; actives 0.036% (n = 340,000); AID 488895;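 active = mean replicate inhibition at least 50% and at least half of replicates individually reaching 50%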;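 also: exported cargo escapes ClpAP degradation while cytoplasmic cargo is degraded and loses fluorescence; 0% = median of neutral control wells and 100% = median of NaSCN control wells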
Rtt109 HAT inh: blocks Candida albicans Rtt109/Vps75 acetyltransferase activity; actives 0.16% (n = 330,000); Q5AAJ8; AID 540336; purified Rtt109/Vps75, ThioGlo CoA-SH fluorescence, 4 h; inhibition, % at 34.9 µM;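 active = inhibition of at least 50% in every replicate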
Target sequence (Q5AAJ8 whole entry, looked up): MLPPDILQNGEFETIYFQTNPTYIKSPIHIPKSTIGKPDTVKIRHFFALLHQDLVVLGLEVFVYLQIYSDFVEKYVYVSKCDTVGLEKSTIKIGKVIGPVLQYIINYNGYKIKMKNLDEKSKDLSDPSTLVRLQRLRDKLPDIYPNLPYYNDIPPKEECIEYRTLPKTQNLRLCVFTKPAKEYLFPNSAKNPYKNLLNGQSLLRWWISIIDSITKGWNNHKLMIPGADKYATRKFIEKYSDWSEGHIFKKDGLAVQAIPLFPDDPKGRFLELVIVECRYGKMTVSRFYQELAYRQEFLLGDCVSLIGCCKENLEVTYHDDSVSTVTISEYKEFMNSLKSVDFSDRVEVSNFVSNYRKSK
Active calls of the source: *; nt = not tested or not shown. Hits appear at their usual frequency. About 1.9% of those tested had a hit in this group.

SMILES | Wnt act | CAL PDZ inh | AddAB inh | DAGLB inhibitor | PvdQ inh | Ecoli viability | PfHsp90 yeast 2 | phage Ecoli inh | Tat export inh | Rtt109 HAT inh
CN(C)S(=O)(=O)c1cc(C(=O)OCCn2cnc3c2c(=O)n(C)c(=O)n3C)ccc1Cl | -1 | -0.5 | 1.4 | -3 | -3 | 4.1 | -39 | 5.3 | -6 | -4
CCCC1=C(C(=O)OCC)C(c2c(C)nn(-c3ccccc3)c2Cl)C(C#N)=C(N)O1 (stereo not drawn) | 3 | -0.5 | 0.8 | -2 | -5 | 4.5 | 7 | 4.2 | 4 | 13
O=C(NC(=S)Nc1ccc2oc(=O)ccc2c1)c1ccco1 | 19 | -1.0 | 0.0 | -3 | -6 | 0.7 | -23 | 3.1 | 0 | -2
CCCC(c1nnnn1C(C)(C)C)N1CCN(Cc2ccccc2OC)CC1 (stereo not drawn) | nt | 0.1 | 3.0 | -1 | -14 | 1.0 | -9 | 3.4 | 1 | -4
CCC(C(=O)NCc1cccnc1)n1nc(C)n2c(cc3occc32)c1=O (stereo not drawn) | -1 | -2.0 | 1.0 | -3 | -17 | 1.8 | 17 | 0.0 | 1 | -2
Cc1ccc(Cc2nc(-c3cccnc3)no2)cc1 | 0 | -1.7 | 0.2 | -3 | 7 | 0.6 | 2 | 0.1 | -6 | 1
Cc1cc(=O)oc2c(C)c(OC3CCCCC3=O)ccc12 (stereo not drawn) | 3 | -7.6 | -0.7 | 0 | -10 | 0.2 | -10 | 1.3 | -5 | -29
Cc1ccc(C(=O)/C=C/N(C)C)o1 | -1 | -1.7 | 0.9 | 1 | 10 | 0.2 | -12 | 3.7 | 6 | 6
Cc1cccc(CC2CC(=O)N(c3nc4ccccc4s3)C2=O)c1 (stereo not drawn) | -3 | -1.2 | 5.5 | -2 | -18 | -0.7 | -9 | 2.1 | 0 | -2
COC(=O)CSc1nc2c(cnn2-c2ccc(F)cc2)c(=O)[nH]1 | -1 | -1.0 | 2.1 | 2 | -3 | 1.0 | 10 | -1.2 | -1 | -6
O=C(NC1CCN(C(=S)NCc2ccco2)CC1)C12CC3CC(CC(C3)C1)C2 | -2 | -2.9 | 2.1 | -2 | -14 | -1.2 | 19 | 1.4 | 2 | 4
Cc1ccc(-c2cc(C)nc3ncnn23)cc1 | 1 | -0.5 | 3.1 | -1 | -10 | -1.9 | -7 | 2.7 | 3 | -4
Cc1ccc(CN2CCC(CO)(CC3CCCCO3)CC2)o1 (stereo not drawn) | -2 | -0.2 | -0.2 | 1 | -13 | 4.1 | -10 | 1.7 | -5 | -7
CCOc1ccccc1N(CC(=O)N1CCC(C)CC1)S(=O)(=O)c1ccc(C)cc1 | 0 | -1.1 | 0.3 | -2 | -8 | -1.5 | 9 | 2.7 | 5 | -4
CCC(=O)c1ccc(N2CCCC2)c(F)c1 | nt | -0.4 | -1.4 | -7 | -6 | -2.6 | 23 | 1.0 | -7 | 1
Cc1ccc(NC(=O)C2C3CC4OC(=O)C2C4C3)cc1Cl (stereo not drawn) | nt | -1.0 | 2.2 | -4 | -19 | -1.6 | 43 | 2.0 | 10 | -12
COc1ccc(NC2=NCCC2)cc1 | nt | nt | 1.8 | -3 | 2 | 1.0 | 8 | 3.4 | -7 | 0
CCOc1ccccc1NC(=O)CSc1nnc(Cn2c(=O)sc3ccccc32)n1C | -7 | -0.1 | 2.5 | 3 | -13 | -1.7 | -6 | 0.3 | -3 | -1
c1ccc(-c2csc(Nc3nc(N4CCOCC4)nc(N4CCOCC4)n3)n2)cc1 | nt | 0.2 | 2.0 | -3 | -16 | -0.6 | -1 | 2.5 | -1 | 1
O=C(c1ccccc1)N1CCN(S(=O)(=O)c2cccc(NS(=O)(=O)c3ccccc3)c2)CC1 | 0 | -0.6 | 1.6 | nt | -15 | 0.6 | -23 | 2.7 | -11 | 2
CN(CCC#N)C(=O)CSc1nc2scc(-c3ccccc3)c2c(=O)[nH]1 | nt | -3.3 | 1.3 | 0 | -10 | 0.9 | -15 | 0.9 | -8 | -3
CCC(C)NC(=O)c1cc(-c2ccccc2O)on1 (stereo not drawn) | 12 | -0.6 | 0.0 | -2 | 4 | 1.7 | -29 | 2.9 | -6 | 4
O=C(CCC(=O)c1cccs1)OCc1nnc(-c2ccccc2)o1 | -4 | -3.4 | 2.1 | -5 | -14 | 1.0 | -9 | 1.3 | 9 | -1
O=C1C2C3C=CC(C3)C2C(=O)N1c1n[nH]c(CCc2ccccc2)n1 (stereo not drawn) | nt | -1.5 | -1.7 | -2 | -8 | -1.0 | 13 | -1.2 | 5 | -9
O=C1C=CC(=O)N1c1ccc(Nc2ccccc2)cc1 | -4 | -0.7 | nt | 12 | 6 | nt | 126* | 2.5 | 0 | -4
COc1ccc(NC(=O)CNS(=O)(=O)c2ccccc2)cc1Cl | -2 | -1.3 | -0.2 | 3 | 1 | -1.6 | 3 | 1.9 | -6 | -2
COc1ccccc1/C=N/OC(=O)c1ccc(F)cc1 | -1 | 15 | 0.7 | -8 | -8 | 1.9 | -12 | 2.4 | 2 | -1
CCOC(=O)c1c(NC(=O)c2cccs2)sc(C(=O)N(C)C)c1C | 25 | -1.9 | 0.1 | -3 | -12 | -0.6 | 12 | 1.4 | -9 | 4
CCN(CC(=O)NC(C)(C)C)C(=O)COc1c(Cl)cc(Cl)c2ccc(C)nc12 | -6 | -1.3 | -2.6 | -3 | -13 | -8.3 | -33 | -6.3 | -10 | 7
COc1ccc(S(=O)(=O)NCCc2nnc3ccc(SCC(=O)Nc4nc(C)cs4)nn23)cc1 | -4 | -0.6 | 3.4 | 1 | -10 | 0.0 | 9 | 2.1 | -5 | 5
CC1(C)Oc2ccc(C(=O)N3CCOCC3)cc2N(CC(=O)N2CCOCC2)C1=O | nt | -1.8 | 0.6 | 1 | -5 | 0.9 | 7 | 3.0 | -3 | 3
CC(=O)Oc1cccc(N2C(=O)c3cccc4c([N+](=O)[O-])ccc(c34)C2=O)c1 | -1 | -2.9 | -0.7 | -7 | -18 | -0.1 | -17 | 1.5 | -1 | -1
CC(=O)NCC1CCCN(c2nc3nonc3nc2N(C)Cc2ccccc2)C1 (stereo not drawn) | 7 | -2.1 | 2.7 | 0 | 6 | 1.6 | nt | 0.5 | -2 | 9
Cc1cccc(-c2noc(CN(C(=O)CCc3ccccc3)C(C)C)n2)c1 | nt | -2.1 | -0.7 | -12 | 3 | 5.3 | -12 | 2.0 | 15 | 12
Cc1c(NC(=O)C(C)OC(=O)c2ccc([N+](=O)[O-])cc2Cl)c(=O)n(-c2ccccc2)n1C (stereo not drawn) | -1 | -1.7 | nt | 0 | -11 | nt | 24 | 3.7 | -8 | 2
Cc1csc(C(=O)O)c1NC(=O)c1ccc(F)cc1 | 0 | -0.4 | -2.1 | 2 | 6 | -2.3 | 0 | 0.3 | -6 | -6
CCOC(=O)C1=C(NC(=O)c2ccc(Br)o2)Nc2ccccc2N=C1 | 1 | -0.8 | 0.2 | -2 | -13 | 0.2 | 1 | 0.7 | 1 | -14
O=C(CSc1nc2ccccc2c(=O)n1CCC(=O)N1CCN(c2ccccc2)CC1)NCC1CCCO1 (stereo not drawn) | 1 | -0.7 | 4.5 | 1 | 0 | 1.6 | nt | -0.3 | 5 | 2
Cc1ccc(NC(=O)c2ccc(CSc3nnc(-c4ccncc4)n3C)cc2)cc1 | 2 | -0.5 | 1.1 | -1 | -14 | 5.0 | 13 | -0.9 | 2 | 3
CCCCNC(=O)NNC(=O)c1ccco1 | -2 | -2.5 | -0.4 | -2 | -17 | -0.8 | 5 | 3.2 | -4 | -4
Cc1cc(=O)oc2cc(Oc3ccc([N+](=O)[O-])cc3C(F)(F)F)ccc12 | -10 | -3.4 | -0.2 | 3 | 10 | 0.5 | 20 | 4.3 | 2 | 10
CCc1nc(Cl)c(C#N)c2c1CSC(C)(C)C2 | -1 | 0.1 | 2.1 | -5 | 5 | 0.3 | 10 | 3.1 | -5 | 12
Cc1ccc2oc(=O)c3cnn(CC(=O)N4CCN(c5ccccn5)CC4)c3c2c1 | -1 | -0.8 | 1.6 | 1 | -5 | 3.4 | 9 | 2.4 | -7 | 3
CCC1=Nc2cc(C(=O)NCc3ccco3)ccc2Sc2ccc(C)cc21 | -11 | -1.4 | 5.4 | -4 | -1 | 0.8 | 2 | 0.5 | -5 | -7
N#CC(CCc1ccc([N+](=O)[O-])cc1)(CCc1ccc([N+](=O)[O-])cc1)C(N)=O | -5 | -1.6 | nt | -1 | -15 | nt | -24 | 3.0 | -5 | 7
O=[N+]([O-])c1cc([N+](=O)[O-])c2cc3ccccc3nc2c1 | -2 | -0.2 | 3.0 | 6 | -5 | 2.8 | 10 | 7.0 | -4 | -3
O=C(NC(=S)N1CCN(c2ccccn2)CC1)c1ccco1 | -2 | -1.7 | 1.7 | 0 | 6 | -0.7 | -20 | 4.1 | 3 | -14
COc1ccc(CCNC(=O)CN2CCC(C(N)=O)CC2)cc1 | 0 | nt | 1.8 | 1 | 4 | 1.8 | nt | 2.2 | -9 | -2
NC(=O)c1coc(-c2ccccc2)n1 | 2 | -2.3 | 1.2 | -1 | -10 | 0.8 | -32 | 1.7 | -3 | -16
COc1ccc(N2CC(=O)N(c3ccccc3)C2=S)cc1 | 4 | 0.1 | 1.9 | -1 | -16 | 0.0 | -5 | 2.4 | -4 | -4
CCC(Oc1ccccc1)C(=O)Nc1ccc(S(=O)(=O)Nc2ncccn2)cc1 (stereo not drawn) | -1 | -1.5 | 2.2 | -3 | -18 | -0.6 | -2 | 2.8 | 7 | 7

8 of these compounds in a different format.
SMILES	Wnt act	CAL PDZ inh	AddAB inh	DAGLB inhibitor	PvdQ inh	Ecoli viability	PfHsp90 yeast 2	phage Ecoli inh	Tat export inh	Rtt109 HAT inh
CCc1nc(Cl)c(C#N)c2c1CSC(C)(C)C2	-1	0.1	2.1	-5	5	0.3	10	3.1	-5	12
Cc1ccc2oc(=O)c3cnn(CC(=O)N4CCN(c5ccccn5)CC4)c3c2c1	-1	-0.8	1.6	1	-5	3.4	9	2.4	-7	3
CCC1=Nc2cc(C(=O)NCc3ccco3)ccc2Sc2ccc(C)cc21	-11	-1.4	5.4	-4	-1	0.8	2	0.5	-5	-7
N#CC(CCc1ccc([N+](=O)[O-])cc1)(CCc1ccc([N+](=O)[O-])cc1)C(N)=O	-5	-1.6	nt	-1	-15	nt	-24	3.0	-5	7
O=[N+]([O-])c1cc([N+](=O)[O-])c2cc3ccccc3nc2c1	-2	-0.2	3.0	6	-5	2.8	10	7.0	-4	-3
O=C(NC(=S)N1CCN(c2ccccn2)CC1)c1ccco1	-2	-1.7	1.7	0	6	-0.7	-20	4.1	3	-14
COc1ccc(CCNC(=O)CN2CCC(C(N)=O)CC2)cc1	0	nt	1.8	1	4	1.8	nt	2.2	-9	-2
NC(=O)c1coc(-c2ccccc2)n1	2	-2.3	1.2	-1	-10	0.8	-32	1.7	-3	-16

High-throughput results as filed in PubChem.
